TIM10 inh = TIM10 yeast growth inhibition | S. cerevisiae TIM10 strain growth, BacTiter-Glo luminescence, 24 h | AID 463195 | actives 1.4% (n = 330,000) | inhibition, % at 10 µM;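 active means inhibition of 40% or more at the single tested concentration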;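 further: wild-type TIM10 isogenic control strain grown at permissive 25 °C; 0% = DMSO yeast wells and 100% = minimal medium wells without yeast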
APJ antag = antagonists of human APJ apelin receptor; CHO-K1 APJ beta-arrestin complementation, luminescence; inhibition, % at 20 µM; P35414; actives 0.32% (n = 330,000);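 active means inhibition above about 40% at 20 µM, limit read from the data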;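 further: cells challenged with 10 nM apelin-13 agonist together with compound; plate controls were apelin-13 plus DMSO wells for no effect and DMSO wells lacking apelin-13 for full effect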
Target sequence (P35414 whole entry, looked up): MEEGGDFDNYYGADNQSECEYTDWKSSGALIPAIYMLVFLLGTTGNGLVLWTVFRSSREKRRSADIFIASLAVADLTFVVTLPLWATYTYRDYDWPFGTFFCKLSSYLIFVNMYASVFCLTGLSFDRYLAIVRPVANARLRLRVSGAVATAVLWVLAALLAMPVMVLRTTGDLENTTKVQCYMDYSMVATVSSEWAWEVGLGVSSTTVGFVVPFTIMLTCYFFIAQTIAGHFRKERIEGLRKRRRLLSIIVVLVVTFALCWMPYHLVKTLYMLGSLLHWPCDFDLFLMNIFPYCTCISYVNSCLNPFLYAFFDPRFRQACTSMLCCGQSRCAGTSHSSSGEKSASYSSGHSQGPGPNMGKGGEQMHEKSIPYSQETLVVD
tim10-1 inh = tim10-1 yeast growth inhibition. S. cerevisiae tim10-1 ts strain growth, BacTiter-Glo, 24 h. inhibition, % at 20 µM. actives 2.2% (n = 330,000). AID 463190;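 active means inhibition of at least 40%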;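 further: mutant grown at 25 °C; 0% = DMSO wells with yeast and 100% = wells holding no yeast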
CXCR6 block = CXCR6 (human) receptor inhibition. O00574. inhibition, % at 20 µM. AID 602244. actives 0.36% (n = 360,000). CHO-K1 PathHunter CXCR6 beta-arrestin, luminescence; in the data active means inhibition above about 34%, passing the limit was not always enough;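 further: antagonist mode with CXCL16 agonist at 10 nM final; 0% = 10 nM CXCL16 with DMSO and 100% = unstimulated wells without agonist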
Target sequence (O00574 whole entry, looked up): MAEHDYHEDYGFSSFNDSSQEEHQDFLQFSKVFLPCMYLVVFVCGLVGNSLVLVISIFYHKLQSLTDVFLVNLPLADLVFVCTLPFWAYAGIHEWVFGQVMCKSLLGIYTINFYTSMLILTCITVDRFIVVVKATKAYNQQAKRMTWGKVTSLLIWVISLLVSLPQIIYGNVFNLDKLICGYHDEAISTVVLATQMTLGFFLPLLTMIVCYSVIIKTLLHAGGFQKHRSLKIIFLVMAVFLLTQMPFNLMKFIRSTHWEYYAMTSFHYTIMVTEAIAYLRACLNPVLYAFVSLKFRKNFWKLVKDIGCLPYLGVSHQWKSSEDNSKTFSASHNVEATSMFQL
UPR CHOP act = activators of apoptotic arm of unfolded protein response (CHOP); CHO-CHOP luciferase reporter, UPR activation, luminescence; percent of tunicamycin response over DMSO baseline; actives 0.34% (n = 330,000); activation, % at 10 µM; AID 449763;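 active means at 10 µM dose, activation of 40% or more, normalized to positive control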;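 further: 100% = tunicamycin at 10 µg/mL and 0% = DMSO alone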
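Evaluation: % reporter activation, DMSO baseline versus tunicamycin full activation; System: CHO-CHOP luciferase reporter cell line; Input: 500 cells/well; Incubation: 6 h compound treatment, 37 °C; Measured by: Steady-Glo luciferase luminescence; Dosing: one dose, 10 µM in 0.5% DMSO; Buffer or medium: F12 medium, 10% FBS; Benchmarks: positive tunicamycin 10 µg/mL, negative DMSO alone.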
tim23-1 inh = growth inhibitors of tim23-1 mutant yeast. S. cerevisiae tim23-1 growth, BacTiter-Glo luminescence, 24 h. inhibition, % at 20 µM. actives 1.3% (n = 330,000);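 active means growth inhibition of the mutant yeast at or above 50%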;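 further: temperature-sensitive mutant grown at 25 °C; plate controls were DMSO-treated mutant yeast for no effect and medium wells lacking yeast for full effect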
Mdm2 MdmX PPI = human Mdm2/MdmX binding inhibition. O15151+Q00987. SaOS-2 split-luciferase Mdm2/MdmX complementation, luminescence. inhibition, % at 8 µM. actives 3% (n = 330,000);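 active means inhibition of at least 50% at 8 µM in the primary screen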
APJ ag = activates the human apelin receptor APJ. P35414. CHO-K1 APJ PathHunter beta-arrestin, luminescence; 0% DMSO wells, 100% apelin. activation, % at 20 µM. actives 0.11% (n = 330,000). AID 2520;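 active means activation more than six SD over the plate average, tested at 20 µM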;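 further: 0% = DMSO alone and 100% = apelin-13 at 10 nM; some results filed as inactive read as strong as hits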
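Material: CHO-K1 APJ beta-arrestin complementation cell line; Input: cell density 1000 per well; Incubation: compound stimulation 90 min at 25 °C, detection 60 min; Signal: luminescence from split beta-galactosidase complementation, Galacton Star/Emerald II substrate; Controls: DMSO-only wells as negative, 10 nM Apelin-13 as positive control.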
XBP1 UPR activ = adaptive UPR (XBP1) activation; AID 463104; activation, % at 20 µM; CHO-XBP1 luciferase reporter, IRE1-XBP1 UPR activation, luminescence; percent of tunicamycin response, DMSO as zero; actives 0.33% (n = 330,000);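 active means versus positive control, 20 µM dose yields 30% or more activation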;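 further: 100% = tunicamycin at 10 µg/mL and 0% = DMSO only wells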
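Material: CHO-XBP1 cells stably carrying IRE1-XBP1-driven luciferase reporter / Amount: 1000 cells per well / Compound: 20 µM, 1% DMSO / Times: 6 h treatment, 37 °C / Detection: luciferase luminescence / Measure: % activation of reporter signal versus tunicamycin and DMSO controls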
* = called active by the depositor. A portion of the library; count on the stated rates, not on these rows.

No.	Structure	Mdm2 MdmX PPI	UPR CHOP act	APJ ag	XBP1 UPR activ	TIM10 inh
1	O=C1CN(C(=O)COc2ccc(Br)cc2Br)c2ccccc2N1	-11	-0.1	-3	0	20
2	Cc1nn(C(C)(C)C)c(OC(=O)c2ccc3c(c2)OCO3)c1S(=O)(=O)c1ccccc1	44	1.7	-1	-2	31
3	C/C(=N\NC(=O)c1ccccc1)c1ccc2c(c1)OCO2	-8	1.6	-1	0	30
4	Cc1sc2ncnc(SCC(=O)N3CCC(c4noc5ccc(F)cc45)CC3)c2c1C	22	-0.4	1	2	6
5	O=C1C2C3C=CC(C3)C2C(=O)N1c1nc2ccccc2s1 (configuration not stated)	1	-0.2	-4	4	1
6	COc1ccc(/C=C/C(=O)C2CC2)cc1Cn1nc(C)c([N+](=O)[O-])c1C	23	1.6	-1	-1	24
7	Nn1cnc2scc(-c3ccc(Cl)cc3)c2c1=O	26	4.9	-5	1	4
8	C/C(=N/NS(=O)(=O)c1ccc(CC(C)C)cc1)c1ccncc1	18	-0.2	-3	-1	2
9	Cc1c(C(=O)N2CCOCC2)oc2ccc(Br)cc12	-16	1.3	-5	-1	-1
10	C/C(=N\NC(=O)c1n[nH]c2c1CCC2)c1cccs1	49	-7.4	-1	-9	0
11	O=C(CN1CCCC1)Nc1ccc(Br)cc1[N+](=O)[O-]	19	3.5	-2	-1	0
12	Cc1nc(/N=C(\N)NC(=O)c2ccccc2)nc2ccccc12	-84	1.2	5	4	26

No.	CXCR6 block	tim23-1 inh	APJ antag	tim10-1 inh
1	0	6	3	13
2	-3	43	-37	46*
3	-8	26	-2	22
4	5	-34	29	50*
5	3	-40	15	-10
6	-2	25	-11	47*
7	12	18	17	9
8	-5	0	-5	-15
9	-6	10	0	-1
10	-33	14	2	3
11	-14	-1	0	-3
12	0	32	-43	11

Next results
No.	Structure	Mdm2 MdmX PPI	UPR CHOP act	APJ ag	XBP1 UPR activ	TIM10 inh
13	CCC(=O)N1CC23C=CC(CC2CC12CCCCC2)O3 (configuration not stated)	0	3.2	-2	2	4
14	Cn1ccc(C(=O)OCC(=O)Nc2ccccc2)n1	19	1.3	2	-2	1
15	Cc1ccccc1C1=N/C(=C/c2cccnc2)C(=O)O1	-10	-1.9	-4	0	26
16	Cc1cccc2cc(CN(Cc3cccs3)Cc3nnnn3Cc3ccccc3)c(=O)[nH]c12	27	-1.4	0	-1	26
17	Cc1ccc(Nc2ncnc3c2oc2ccccc23)cc1	-122	3.2	-3	-2	-18
18	Cc1ccccc1NC(=O)C1CCC(=O)N1 (configuration not stated)	-20	-2.2	0	0	-6
19	CCn1c(=O)c(C(=O)NNS(=O)(=O)c2ccc(Cl)cc2)c(O)c2ccccc21	25	-1.3	0	0	11
20	COCCCNS(=O)(=O)c1cc2c3c(c1)C(C)C(=O)N3CCC2 (configuration not stated)	32	-0.5	-2	-2	-4
21	COc1ccc(Cl)cc1NC(=O)CN(C)CC(=O)Nc1cc(OC)c(OC)c(OC)c1	41	-1.1	-3	-1	1
22	COc1ccc(Cc2nc(-c3ccc(NC(=O)c4cccnc4)cc3)no2)cc1	9	-0.4	-5	0	18
23	OC(c1nnc(-c2ccccc2)o1)c1cccs1 (configuration not stated)	-17	4.4	-2	4	-9
24	O=C(COC(=O)c1ccc(S(=O)(=O)C(F)F)cc1)Nc1ccccc1C(=O)NC1CC1	-10	0.0	-3	-1	0

No.	CXCR6 block	tim23-1 inh	APJ antag	tim10-1 inh
13	7	3	-8	10
14	0	-6	3	5
15	5	52*	2	31
16	2	23	12	0
17	1	7	15	8
18	-7	11	-31	27
19	1	23	7	-4
20	-1	5	27	22
21	6	9	1	21
22	10	16	7	7
23	1	-1	-6	3
24	-8	-8	-8	-11

More entries follow:
No.	Structure	Mdm2 MdmX PPI	UPR CHOP act	APJ ag	XBP1 UPR activ	TIM10 inh
25	CC(=O)/C(=N\Nc1ccccc1Cl)Sc1nnc(-c2ccccc2)n1-c1ccccc1	-6	1.5	5	-2	22
26	CC(=O)N1CCN(c2nc(-c3cccs3)nc3ccccc23)CC1	-6	0.2	-3	9	14
27	CCC(C(=O)Nc1ccccc1F)n1nc(C)c2c(C)n(-c3ccccc3)nc2c1=O (configuration not stated)	22	-0.8	-2	-4	-12
28	Cc1nn(CC(=O)N/N=C/c2cccs2)c(C)c1[N+](=O)[O-]	-2	3.0	3	-1	-18
29	CC(c1nnc(SCC(=O)N2CCc3ccccc32)n1-c1ccc(Cl)cc1)N(C)C (configuration not stated)	28	-1.7	-3	-5	1
30	CCN(Cc1ccccc1)C(=O)COc1ccccc1	29	1.6	-3	-1	-7
31	O=C(CN1C(=O)c2ccccc2C1=O)OC(C(=O)c1ccc(Cl)cc1)c1ccccc1 (configuration not stated)	14	-1.2	-6	-1	22
32	Cc1onc(-c2ccccc2)c1C(=O)N1CCN(S(=O)(=O)c2ccc(OC(F)(F)F)cc2)CC1	18	-0.1	0	3	-11
33	Cc1nnc(SCC(=O)Nc2ccc(Br)cc2)n(N)c1=O	1	0.9	-8	1	3
34	CC1CCCCC1NC(=O)CSc1nc2ccccc2c(=O)n1Cc1ccco1 (configuration not stated)	36	7.6	-7	15	1
35	COc1ccc(-n2cnnc2SCC(=O)Nc2ccccc2F)cc1	17	-1.9	-5	-3	15
36	CC(=O)N(C)C(c1ccc(N(C)C)cc1)c1nnnn1-c1c(C)cccc1C (configuration not stated)	26	-0.6	-2	-1	30

No.	CXCR6 block	tim23-1 inh	APJ antag	tim10-1 inh
25	3	11	21	13
26	10	32	-7	34
27	-3	14	-1	30
28	4	15	7	-1
29	6	18	-8	26
30	2	14	11	16
31	10	18	1	27
32	-9	14	-1	2
33	7	-1	5	2
34	-5	-6	23	-1
35	-1	14	6	9
36	2	26	2	27

(next part)
No.	Structure	Mdm2 MdmX PPI	UPR CHOP act	APJ ag	XBP1 UPR activ	TIM10 inh
37	O=C(CSc1nc2[nH]ncc2c(=O)[nH]1)Nc1ccccc1F	17	1.9	-2	-1	4
38	CC(C)(C)C(=O)NC(=S)Nc1sc2c(c1C#N)CCCCC2	-4	5.2	-4	0	15
39	Cc1ccc(-n2cc(CN3CCN(C(=O)c4ncn[nH]4)CC3)c(-c3ccc(F)cc3)n2)cc1	32	2.5	-4	0	-1
40	CCOC(=O)Cc1nnc(NC(=O)COc2ccc(F)cc2)s1	4	-2.1	-1	-1	8
41	N#CCCSCc1ccc(OCC(=O)O)cc1	-4	-1.4	6	-3	-7
42	CCc1ccc2[nH]c3nc(C)cc(C)c3c(=O)c2c1	-48	13	-3	0	39
43	O=C(Cc1cccs1)N/N=C/C=C/c1ccco1	16	2.3	-5	5	12
44	Cc1cccc(C)c1NC(=O)COC(=O)c1cc(S(=O)(=O)Nc2ccc(Cl)cc2)ccc1O	-4	1.3	-1	-3	3
45	CCCCCOCC1CC(C/C(C)=N/NC(N)=S)C(=O)O1 (configuration not stated)	-3	2.0	-4	-4	6
46	CCCn1c(=S)[nH]c2cc(C(=O)N3CCN(C4CCCCC4)CC3)ccc2c1=O	17	-1.9	-2	-5	1
47	CCc1ccc(CNC(=O)CCC(=O)n2ncc3cc(C)ccc32)cc1	12	-3.1	0	-2	-17
48	Cc1cccc(NS(=O)(=O)c2cccc(C(=O)N3CCCC3)c2)c1	6	0.0	-2	2	10

No.	CXCR6 block	tim23-1 inh	APJ antag	tim10-1 inh
37	-19	-5	-15	4
38	23	-9	17	11
39	6	12	-11	-17
40	3	21	-12	28
41	-3	11	-4	4
42	2	23	4	24
43	-3	-5	27	13
44	-1	12	-7	5
45	7	7	15	12
46	-6	-6	7	3
47	-1	-11	5	-23
48	-5	10	-5	13

Continuation:
No.	Structure	Mdm2 MdmX PPI	UPR CHOP act	APJ ag	XBP1 UPR activ	TIM10 inh
49	COc1cc(/C=N/Nc2ccc(Cl)c(C(=O)O)c2)ccc1OC(=O)c1ccc(F)cc1	-15	1.7	2	-2	21
50	CC/C(=N\NC(=O)c1ccc(CN(C)S(=O)(=O)c2ccc(C)cc2)cc1)c1ccc(OC(F)F)cc1	-16	2.0	-1	2	-11
51	CN(C)Cc1cccc([N+](=O)[O-])c1O	17	-0.3	-5	4	6
52	COc1cccc(C2CC(c3ccccc3)=NN2S(=O)(=O)c2ccc(C)cc2)c1OC (configuration not stated)	17	-2.5	-3	-1	20
53	O=C(O)c1ccc(CNC(=O)c2ccc3c(c2)OCCO3)cc1	2	1.2	-2	-2	5
54	O=C(CCN1C(=O)c2ccccc2C1=O)Nn1cnnc1	-1	-1.3	1	1	0
55	O=C(c1cccc(-n2cccc2)c1)N1CCN(S(=O)(=O)c2ccc(F)cc2)CC1	16	-0.4	5	-1	9
56	O=C(O)CCC(=O)NC1CCCCC1	-7	-1.5	3	1	-14
57	CC1Cc2cc(/C(O)=C3/C(=O)C(=O)N(Cc4cccnc4)C3c3cccc(O)c3)ccc2O1 (configuration not stated)	25	1.3	0	-2	-6

No.	CXCR6 block	tim23-1 inh	APJ antag	tim10-1 inh
49	-4	29	14	22
50	-1	1	-9	21
51	4	-1	19	-2
52	9	32	-11	29
53	-1	-4	5	-11
54	0	-12	-5	-5
55	3	7	-9	35
56	-9	-11	-3	4
57	5	2	4	-3

In the list so far, 8 have a Cl atom.
No.	Structure	Mdm2 MdmX PPI	UPR CHOP act	APJ ag	XBP1 UPR activ	TIM10 inh
7	Nn1cnc2scc(-c3ccc(Cl)cc3)c2c1=O	26	4.9	-5	1	4
19	CCn1c(=O)c(C(=O)NNS(=O)(=O)c2ccc(Cl)cc2)c(O)c2ccccc21	25	-1.3	0	0	11
21	COc1ccc(Cl)cc1NC(=O)CN(C)CC(=O)Nc1cc(OC)c(OC)c(OC)c1	41	-1.1	-3	-1	1
25	CC(=O)/C(=N\Nc1ccccc1Cl)Sc1nnc(-c2ccccc2)n1-c1ccccc1	-6	1.5	5	-2	22
29	CC(c1nnc(SCC(=O)N2CCc3ccccc32)n1-c1ccc(Cl)cc1)N(C)C (configuration not stated)	28	-1.7	-3	-5	1
31	O=C(CN1C(=O)c2ccccc2C1=O)OC(C(=O)c1ccc(Cl)cc1)c1ccccc1 (configuration not stated)	14	-1.2	-6	-1	22
44	Cc1cccc(C)c1NC(=O)COC(=O)c1cc(S(=O)(=O)Nc2ccc(Cl)cc2)ccc1O	-4	1.3	-1	-3	3
49	COc1cc(/C=N/Nc2ccc(Cl)c(C(=O)O)c2)ccc1OC(=O)c1ccc(F)cc1	-15	1.7	2	-2	21

No.	CXCR6 block	tim23-1 inh	APJ antag	tim10-1 inh
7	12	18	17	9
19	1	23	7	-4
21	6	9	1	21
25	3	11	21	13
29	6	18	-8	26
31	10	18	1	27
44	-1	12	-7	5
49	-4	29	14	22

High-throughput results deposited in PubChem BioAssay by Sanford-Burnham Center for Chemical Genomics.
